PolyA inh – polyadenylation inhibitors in yeast reporter cells, primary screen, luminescence, S. cerevisiae. S. cerevisiae SKY197-pL101 polyadenylation reporter, beta-gal luminescence; efflux-impaired pdr1/pdr3 knockout yeast; score 100 = 6 SD above DMSO. calls only at 12 µM. 300,000 tested, 0.02% active. AID 1875, 2009;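 active = lowest replicate activity score at least 50, where 100 means six control SD above control mean; inconclusive = lowest score under 50 but half or more replicates reach 50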;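 note: yeast exposed to compound for 9 h at 30 °C; higher score means more reporter readthrough which indicates perturbed polyadenylation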
GSK3 alpha inh – blockers of GSK3A enzyme activity – biochemical, luminescence, cell-free homogeneous, HTS, primary screen; GSK-3 alpha kinase, ADP-Glo luminescence, 60 min; Glycogen synthase kinase-3 alpha (Homo sapiens), P49840; inhibition, % at 10 µM; 320,000 tested, 0.1% active; AID 2650, 2010;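 in the data active = inhibition above about 50%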;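 note: GST-tagged GSK-3 alpha with peptide substrate and 25 µM ATP; 0% = DMSO neutral wells and 100% = GW8510 positive control wells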
KCNQ1 act – potentiators or activators of KCNQ1 channel, primary screen, cell-based, thallium flux, high-throughput; AID 2648, 2010; Potassium voltage-gated channel subfamily KQT member 1 (Homo sapiens), P51787; B-score at 10 µM; 310,000 tested, 0.35% active; CHO-K1 KCNQ1, thallium flux FluxOR fluorescence; hits give high values;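 active = fluorescence ratio B-score, a plate-corrected score, at least three library SD, with initial intensity B-score within 5 SD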
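Medium – assay buffer, equal DMSO in all wells · Material – CHO-K1 cell line with stable KCNQ1 potassium channel expression · Signal – kinetic FluxOR thallium fluorescence, 10-s 1-Hz baseline, 110-s post-stimulus read · Compound – single concentration per compound, DMSO matched to controls · Schedule – 37 °C overnight plating, 90-min dark dye load, 20-min compound pretreatment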
KCNQ1 inh – inhibitors of human KCNQ1 channel, primary screen, cell-based, thallium flux, high-throughput; CHO-K1 KCNQ1, FluxOR thallium flux fluorescence; hits give high values; B-score at 10 µM; 310,000 tested, 1.3% active;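 active = compounds whose thallium flux B-score, printed positive for inhibition, exceeds three library SD while starting fluorescence stays within three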;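 note: channel opened by potassium depolarization with thallium stimulus after 20 min compound exposure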
DYRK1A inh – rat Dyrk1A kinase inhibitors, primary screen, biochemical, single point, plate reader; ADP-Glo luminescence, NFATc1 peptide; inhibition, % at 12.5 µM; 310,000 tested, 0.43% active; AID 504441, 2011; in the data active = inhibition above about 50%;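 note: plate controls were vehicle with enzyme for no effect and no enzyme for full effect; many of its hits are not listed in these tables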
RGS4 act – RGS4 potentiators or activators, primary screen, cell-based, HEK293 M3R inducible RGS4, calcium flux; carbachol calcium flux Fluo4; hits give low values; B-score at 10 µM; 310,000 tested, 0.92% active;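 active = B-score of the integrated calcium signal more than 4 SD below the library mean, with starting fluorescence not abnormally high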;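 note: negative B-score means reduced calcium response which marks RGS4 activation or potentiation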
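System – HEK293 FlpIn-TREx cells, stable M3R, doxycycline-inducible RGS4 · Reagent – ECmax carbachol challenge · Times – compound preincubation 20 min at room temperature before agonist · Technique – Fluo4 fluorescence kinetic imaging of calcium · Measure – B score of integrated Fluo4 ratio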
hERG protect – hERG rescue from dofetilide block, primary screen, cell-based, CHO-hERG, FluxOR thallium flux, dofetilide IC70. activation (rescue from dofetilide block), less the hit threshold, % at 10 µM. Voltage-gated inwardly rectifying potassium channel KCNH2 (Homo sapiens), Q12809. AID 1511, 2009. 310,000 tested, 0.51% active. dofetilide IC70 present;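 active = activation above the mean of controls blocked by dofetilide plus 5 SD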;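 note: thallium influx through hERG after potassium depolarization seen as dye fluorescence rise; in these data hits start at about 4.7%; inactives centre near -7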
Target sequence (Q12809 whole entry, looked up): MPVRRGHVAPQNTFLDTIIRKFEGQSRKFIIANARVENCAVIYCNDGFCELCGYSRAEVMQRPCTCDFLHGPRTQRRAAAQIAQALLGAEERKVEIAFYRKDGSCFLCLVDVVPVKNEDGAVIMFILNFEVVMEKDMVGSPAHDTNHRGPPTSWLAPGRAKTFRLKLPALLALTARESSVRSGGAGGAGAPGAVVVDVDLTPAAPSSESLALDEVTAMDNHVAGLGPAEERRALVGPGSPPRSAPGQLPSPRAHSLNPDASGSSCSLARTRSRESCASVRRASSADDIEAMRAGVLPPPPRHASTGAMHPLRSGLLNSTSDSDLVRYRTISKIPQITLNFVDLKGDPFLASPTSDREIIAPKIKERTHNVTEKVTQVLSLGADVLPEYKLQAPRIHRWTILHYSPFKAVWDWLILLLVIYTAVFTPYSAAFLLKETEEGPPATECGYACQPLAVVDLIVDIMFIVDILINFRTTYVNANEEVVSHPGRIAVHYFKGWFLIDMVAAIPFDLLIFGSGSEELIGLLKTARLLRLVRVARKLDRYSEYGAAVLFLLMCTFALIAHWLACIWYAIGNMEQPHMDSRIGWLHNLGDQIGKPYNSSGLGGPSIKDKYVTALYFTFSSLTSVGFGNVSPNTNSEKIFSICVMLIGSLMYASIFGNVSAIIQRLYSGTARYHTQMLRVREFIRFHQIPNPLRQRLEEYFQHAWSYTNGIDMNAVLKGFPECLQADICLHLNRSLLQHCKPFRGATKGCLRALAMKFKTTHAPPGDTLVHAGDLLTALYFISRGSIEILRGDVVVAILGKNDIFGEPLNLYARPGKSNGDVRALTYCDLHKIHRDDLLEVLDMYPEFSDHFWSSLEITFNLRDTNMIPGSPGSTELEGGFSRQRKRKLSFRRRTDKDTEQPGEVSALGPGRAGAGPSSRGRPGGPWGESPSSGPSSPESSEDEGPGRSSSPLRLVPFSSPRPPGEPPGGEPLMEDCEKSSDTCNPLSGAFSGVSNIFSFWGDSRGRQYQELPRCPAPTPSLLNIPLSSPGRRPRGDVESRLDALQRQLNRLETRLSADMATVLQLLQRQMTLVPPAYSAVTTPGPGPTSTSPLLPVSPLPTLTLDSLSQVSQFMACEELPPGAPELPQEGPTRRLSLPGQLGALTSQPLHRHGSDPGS
KCNK3 block – human KCNK3 channel inhibitors, primary screen, CHO cells, FluxOR thallium flux, B-score | Potassium channel subfamily K member 3 (Homo sapiens), O14649 | FluxOR fluorescence; hits give low values | B-score at 10 µM | 340,000 tested, 0.84% active;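 active = B-score under library mean minus 4 SD, starting fluorescence ratio at most library mean plus 5 SD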;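 note: more negative B-score means stronger inhibition of thallium flux through KCNK3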
GSK3beta inhib – human GSK3beta kinase inhibitors, primary screen, biochemical, cell-free homogeneous, HTS. GST-GSK3beta kinase, ADP-Glo luminescence, 60 min; hits give low values. activity score (negative = inhibition), % at 10 µM. 300,000 tested, 0.038% active;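 active = more than half of replicate wells score below -50%, meaning over 50% inhibition versus plate controls; inconclusive = some replicates but at most half score below -50%; inactive = no replicate scores below -50%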;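 note: 0% = median DMSO wells and -100% = median GW8510 positive control wells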
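Test system: GST-fused GSK3beta enzyme, cell-free | Quantity: 1.6 ng GST-GSK3beta enzyme per well | Reagent: 25 µM ATP with peptide substrate | Schedule: 60 min enzyme reaction, room temperature | Signal: Luminescent ADP-Glo measurement of ADP formed | Read-out basis: Score relative to plate controls | Control set: DMSO and 20 µM GW8510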
KCNK9 inh – KCNK9 potassium channel inhibitors, primary screen, HEK293 cells, thallium flux | Potassium channel subfamily K member 9 (Homo sapiens), Q9NPC2 | FluxOR thallium flux fluorescence; hits give low values | B-score at 10 µM | 310,000 tested, 1.2% active | AID 488922, 2010;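 active = ratio B-score over 3 SD below the library mean, with starting fluorescence within 5 SD of its mean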;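 note: negative B-score means less thallium flux so channel inhibition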
HDAC3 inhib – HDAC3 deacetylase inhibitors, primary screen, biochemical, fluorescence, cell-free homogeneous. 320,000 tested, 0.15% active. recombinant HDAC3, fluorogenic peptide/trypsin coupled. inhibition, % at 8.3 µM; in the data active = inhibition above about 26%, passing the limit was not always enough; inconclusive = no clear call, values can overlap the other calls
* marks the source's active call; other numbers are inactive results; i = inactive; ? = inconclusive; . = no result given. A portion of the library; count on the stated rates, not on these rows.

SMILES	PolyA inh	GSK3 alpha inh	KCNQ1 act	KCNQ1 inh	DYRK1A inh	RGS4 act	hERG protect	KCNK3 block	GSK3beta inhib	KCNK9 inh	HDAC3 inhib
CS(=O)(=O)N(CC(=O)NCc1ccccc1Cl)C1CCCCC1	i	-6	i	i	-6	i	-7	i	1	i	2
O=c1[nH]c(=S)n(-c2cccc(C(F)(F)F)c2)c(O)c1C=NCCN1CCNCC1	i	.	i	i	11	i	-7	i	-8	i	.
Cc1sc2ncnc(Sc3nnc4sc5ccccc5n34)c2c1C	i	-1	i	i	.	i	-7	.	2	i	7
CCc1ccc(NC(=O)CSc2nnc(-c3ccccn3)n2C)cc1	i	1	i	i	-7	i	-8	i	1	i	-3
COc1ccc(/C=C/C(=O)NCCCN2CCCCCC2)cc1	i	6	i	i	4	i	-1	i	0	i	0
COc1cccc(/C=N/NC(=O)c2cccc([N+](=O)[O-])c2)c1OS(=O)(=O)c1ccccc1	i	-3	i	i	0	i	-16	i	-2	i	1
CC(C)c1ccccc1NC(=O)COC(=O)CNC(=O)c1ccc(Br)cc1	i	-1	i	i	-5	i	-5	i	1	i	4
O=C(CCc1ccccc1)Nc1nnc(-c2cccs2)o1	i	0	i	i	7	i	-8	i	-1	i	0
Cc1nnc(NC(=O)CSc2nc3c(c(=O)n2C)SC(C)C3)s1 (centres undefined)	i	0	i	i	-3	i	-12	i	2	i	-6
O=C(c1cccc(C(F)(F)F)c1)N1CCN(C2CCCCC2)CC1	i	-2	i	i	-1	i	-8	i	-8	i	-3
COc1cccc(/C=C2\Sc3ccc(C(=O)NCc4cccnc4)cc3N(C)C2=O)c1	i	2	i	i	-5	i	-15	i	-5	i	7
CCOc1ccc(N2C(=O)CC(N(O)c3ccccc3)C2=O)cc1 (centres undefined)	i	6	i	i	10	i	-3	i	5	i	-2
O=C(CC1NCCc2ccccc21)Nc1ccccc1Cl (centres undefined)	i	-1	i	i	-3	i	-5	i	4	i	2
CC(=O)SC1CC(=O)N(c2c(C)cccc2C)C1=O (centres undefined)	i	-3	i	i	-6	i	-9	i	-1	i	2
CC(C)[C@H](NC(=O)C1CCN(S(=O)(=O)c2ccccc2)CC1)C(=O)NCc1ccc(F)cc1	i	-2	i	i	3	i	-15	i	20	i	0
CCOC(=O)C1(Cc2ccccc2)CCN(Cc2cccn2-c2cccnc2)CC1	i	-2	i	i	.	i	-10	i	0	i	-6
c1ccc(-n2nnnc2CN2CCOCC2)cc1	i	2	i	i	0	i	-9	i	-2	i	0
COc1ccccc1C(=O)N/C(=C\c1cn(S(=O)(=O)N(C)C)c2ccccc12)C(=O)NCCN1CCOCC1	i	0	i	i	0	i	-11	i	-1	i	-8
Cc1cc(C)n(CC(O)Cn2c(C)c(C)c3ccccc32)n1 (centres undefined)	i	2	.	.	7	.	.	i	6	.	1
Cc1ccc(N2C(=O)C(Cl)=C(N3CCN(C)CC3)C2=O)c(C)c1	i	0	i	i	9	i	-5	i	1	i	-1
CCc1ccccc1NC(=O)/C(=C/c1ccco1)c1ccccc1	i	-5	i	i	2	i	-13	i	1	i	13
Cc1ccc2c(C)ccc(O)c2n1	i	2	i	i	7	i	-8	i	2	i	-2
O=C(COC(=O)c1ccncc1)NCc1ccccc1	i	3	i	i	2	i	-3	i	-1	i	-3
CC1(C)CC(=O)C(C(C2=C(O)CC(C)(C)CC2=O)c2cccnc2)C(=O)C1 (centres undefined)	i	-2	i	i	-2	i	-7	i	3	i	3
COc1ccc(CCNC(=O)C2CC3Cn4c(nc5cc(C)c(C)cc54)C3N2C)cc1 (centres undefined)	i	-1	i	i	-14	i	-5	i	1	i	-1
CCOC(=O)c1sc2ncnc(Nc3cccc(C(=O)O)c3)c2c1C	i	1	i	i	-3	i	-4	i	.	i	2
CCN(CC(=O)NCc1ccc(Cl)cc1)C(=O)Cc1ccccc1[N+](=O)[O-]	i	.	i	i	3	i	-6	i	3	i	-14
COc1cc(C(C[N+](=O)[O-])c2c(-c3ccccc3)cc3ccccn23)cc(OC)c1OC (centres undefined)	i	-2	i	i	-2	i	-4	i	1	-7.9*	7
CCN(CC)C(=O)CSc1nnc(-c2cc(-c3ccc(Cl)cc3)nc3ccccc23)o1	i	2	i	i	-8	i	-23	i	-2	i	-4
O=Cc1ccc(-n2cncn2)cc1	i	11	i	i	-4	i	-5	i	1	i	1
OC(CNCc1ccc(F)cc1)(c1ccc(F)cc1)c1ccc(F)cc1	i	-1	i	i	-1	i	-9	i	-2	-6.6*	5
CCOC(=O)c1c(-c2ccco2)csc1NC(=O)COC(=O)c1cnc(C)cn1	i	-3	i	i	0	i	-9	i	5	i	-5
O=C(Nc1ccc2c(c1)OCCO2)c1ccc(Br)s1	i	2	i	i	0	i	-4	i	-1	i	2
CCCNC(=O)Nc1ccsc1C(=O)OC	i	-1	i	i	9	i	-8	i	3	i	0
O=C(c1cc(-c2cccc(O)c2)on1)N1CCc2ccccc2C1	i	-2	i	i	21	i	-17	i	4	i	-11
CN(C)C(=O)c1ccc(NC(=O)c2ccccc2-c2ccccc2)cc1	i	-2	i	i	.	i	-1	i	3	i	1
COc1ccc(N2CCN(c3cc(C)nc4ccc(OC)cc34)CC2)cc1	i	15	i	i	8	i	-11	i	-18	i	9
CCOc1ccc(NC(=O)CSc2nccn(-c3ccc4c(c3)OCCO4)c2=O)cc1	i	-5	i	i	-4	i	-10	i	0	i	2
COc1ccc(CC(=O)Nc2ccc(/C(C)=N/NC(=O)c3ccc(OC)cc3OC)cc2)cc1	i	-3	i	i	-1	i	-11	i	5	i	-5
CCc1ccc(C(=O)C[n+]2cccc3cc(OC)ccc32)cc1	i	11	i	i	4	i	-9	i	0	i	-3
Cc1cccn2c(=O)c3cc(C(=O)NC4CCCC4)sc3nc12	i	2	i	i	0	i	-11	i	0	i	-58
CCN1CCN(c2ccc(S(=O)(=O)N3CCCCC3)cc2NC(=O)Cc2c(Cl)cccc2Cl)CC1	i	0	i	i	.	i	-9	i	1	i	1
Cc1ccc(S(=O)(=O)N(CC(=O)NC2CCCCCC2)c2ccccc2F)cc1	i	-3	i	i	-4	i	-11	i	-3	i	-1
CC(=O)N=c1c(C#N)cc2c(=O)n3ccccc3nc2n1Cc1ccccc1	i	-3	i	i	-5	i	-4	i	2	i	-34
O=C1C=C(N2CCN(C(=O)c3ccccc3)CC2)C2(CCCCC2)O1	i	10	i	i	8	i	-4	i	2	i	-4
O=C(O)CCCCCNC(=O)c1cccc(Br)c1	i	-1	i	i	2	i	1	i	1	i	-1
CCOP(=O)(c1ccc(N(C)C)cc1)C(O)c1cccnc1 (centres undefined)	i	-2	i	i	.	i	-4	i	2	i	3
CN1CC(=O)N2C(c3cccc([N+](=O)[O-])c3)c3[nH]c4ccccc4c3C[C@H]2C1=O (some centres undefined)	i	0	i	i	-3	i	-6	i	2	i	3
O=C(NC1CCCc2ccccc21)c1ccccc1 (centres undefined)	i	-2	i	i	-4	i	-4	i	-1	i	2
CCCCCC(=O)Oc1cccc(N2C(=O)C3CCCCC3C2=O)c1 (centres undefined)	i	-5	i	i	1	i	-3	i	-1	i	2
O=C(OCC(=O)N1c2ccccc2Sc2ccccc21)c1cccnc1	i	1	i	i	-15	i	-3	i	4	i	1
O=S(=O)(Nc1ccc(N2CCOCC2)cc1)c1ccccc1	i	-3	i	i	0	i	-8	i	1	i	1
Cc1c(Cl)cccc1NC(=S)Nc1ccccn1	i	-2	i	i	-5	i	-8	i	0	i	-3
CN(C)CCN=Cc1c(O)n(Cc2ccc3c(c2)OCO3)c(=O)c2ccccc12	i	-1	i	i	14	i	-12	i	1	i	-2
Cc1ccc(CNC(=O)CN2C(=O)COc3ccc(S(=O)(=O)N4CCC(C)CC4)cc32)o1	i	1	i	i	0	i	-6	i	-1	i	-3
COc1ccc(NC2(c3ccccc3)OC(=O)c3ccccc32)cc1 (centres undefined)	i	1	i	i	2	i	-8	i	-1	i	?
Cc1nc(CNC(=O)c2ccccc2OC2CCN(S(C)(=O)=O)CC2)cs1	i	5	i	i	7	i	-10	i	-1	i	6
O=C(O)C1Cc2ccccc2CN1S(=O)(=O)c1ccc(Cl)cc1 (centres undefined)	i	-4	i	i	-2	i	-4	i	-3	i	2
COc1ccc(CNC(=O)C(c2cccs2)N(Cc2ccco2)C(=O)Cc2cccs2)cc1 (centres undefined)	i	-1	i	i	-2	-7.4*	-15	i	1	i	-2
O=C(CSc1nnc(CNC(=O)c2c(F)cccc2F)o1)NCc1ccccc1Cl	i	0	i	i	9	i	-6	i	-6	i	5
CC1CCN(S(=O)(=O)c2nnc(NC(=O)c3cccc(Cl)c3)s2)CC1	i	-5	i	9*	0	i	-6	i	0	i	1

Single records, as listed above:
`COc1ccc(N2CCN(c3cc(C)nc4ccc(OC)cc34)CC2)cc1` reads PolyA inh: i; GSK3 alpha inh: 15; KCNQ1 act: i; KCNQ1 inh: i; DYRK1A inh: 8; RGS4 act: i; hERG protect: -11; KCNK3 block: i; GSK3beta inhib: -18; KCNK9 inh: i; HDAC3 inhib: 9
`O=S(=O)(Nc1ccc(N2CCOCC2)cc1)c1ccccc1` reads PolyA inh: i; GSK3 alpha inh: -3; KCNQ1 act: i; KCNQ1 inh: i; DYRK1A inh: 0; RGS4 act: i; hERG protect: -8; KCNK3 block: i; GSK3beta inhib: 1; KCNK9 inh: i; HDAC3 inhib: 1

Source: PubChem BioAssay
